Assay outcomes from PubChem.
TrxR1 substrate – is turned over as a substrate by rat TrxR1. 0.01% of 390,000 active. O89049. purified TrxR1 substrate turnover, NADPH consumption readout. Potency, µM (titrated, usually from 114 µM), inactives show top-dose activity change, negative = substrate turnover; also: potency is read from the fitted curve at half-maximal effect; % is scaled to controls: 0 for no effect and ±100 for the full control effect; nearly all actives have a fitted effect of over 50% in size
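Rat TrxR1, dispensed at 90 nM, was prereduced with 400 uM NADPH (final) for 5 min at ~22 deg C, then incubated with compound 15 min before 400 uM selenite. A first-read NADPH fluorescence drop versus no-compound background flagged substrates.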
PI4K2A inh – PI4K2A (human) kinase inhibition | Q9BTU6 | purified PI4K2A, ADP-Glo luminescence, 1 h; active compounds read low | activity change, negative = inhibition, % at 76.9 µM | 0.13% of 420,000 active | AID 1346378; in the data active = activity change below about -50%; inconclusive = mostly about -30% to -49%;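 also: -100% = wells without enzyme as full effect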
Target sequence (Q9BTU6 whole entry, looked up): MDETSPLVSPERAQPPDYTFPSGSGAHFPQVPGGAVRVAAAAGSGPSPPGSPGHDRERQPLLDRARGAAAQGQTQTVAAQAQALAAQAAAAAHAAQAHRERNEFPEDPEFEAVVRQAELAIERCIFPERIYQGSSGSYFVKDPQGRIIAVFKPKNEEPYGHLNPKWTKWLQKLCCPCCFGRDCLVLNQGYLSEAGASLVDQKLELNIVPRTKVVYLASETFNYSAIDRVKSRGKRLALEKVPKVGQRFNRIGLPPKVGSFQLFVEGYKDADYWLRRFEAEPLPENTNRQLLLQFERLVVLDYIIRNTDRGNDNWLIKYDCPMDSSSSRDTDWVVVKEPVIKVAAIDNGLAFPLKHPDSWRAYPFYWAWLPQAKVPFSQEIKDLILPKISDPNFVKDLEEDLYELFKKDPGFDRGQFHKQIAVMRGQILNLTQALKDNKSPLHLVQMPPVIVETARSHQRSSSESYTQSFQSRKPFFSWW
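In this quantitative HTS, ADP production by PI4K2A was quantified luminescently after 1 h at ambient temperature; 100 microM adenosine served as plate-quality control.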
D2 antag – antagonizes the human D2 dopamine receptor; P14416; HEK293 TREx D2 cells, calcium flux, dopamine EC80; inhibition, % at 10 µM; 2% of 340,000 active; AID 485344; in the data active = inhibition above about 30%; also: 0% is about no effect
Target sequence (P14416 whole entry, looked up): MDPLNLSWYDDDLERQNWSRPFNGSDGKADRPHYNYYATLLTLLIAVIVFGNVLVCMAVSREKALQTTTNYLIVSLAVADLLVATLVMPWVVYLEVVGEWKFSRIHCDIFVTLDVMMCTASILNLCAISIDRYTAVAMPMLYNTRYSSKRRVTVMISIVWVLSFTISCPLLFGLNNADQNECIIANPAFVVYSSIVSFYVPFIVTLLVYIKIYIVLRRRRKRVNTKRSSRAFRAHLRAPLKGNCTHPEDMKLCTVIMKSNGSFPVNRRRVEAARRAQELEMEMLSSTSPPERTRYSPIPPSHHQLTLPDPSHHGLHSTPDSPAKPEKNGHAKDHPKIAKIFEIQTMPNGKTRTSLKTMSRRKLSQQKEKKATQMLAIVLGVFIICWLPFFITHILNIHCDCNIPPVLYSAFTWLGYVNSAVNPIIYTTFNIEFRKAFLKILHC
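Antagonism is scored as inhibition of an EC80 dopamine-evoked calcium signal in a force-coupled, tetracycline-inducible HEK293 T-REx D2 line, with compound present 180 s before agonist.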
TRHR agonist – agonists of human TRH receptor | P34981 | AID 493084 | 0.18% of 360,000 active | TRHR cells, calcium flux fluo-8, FDSS agonist mode | activation, % at 2 µM; in the data active = activation above about 30%; also: 0% is about no effect
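Agonist-mode FDSS calcium read (Ex 480/Em 530, 1 s cycles) in 1536-well TRHR cells with fluo-8 dye, after 10-cycle baseline and 23 nL compound addition; TRH at EC20 (10 nM final) added afterwards for the enhancer phase.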
USP1 inh – USP1/UAF1 (human) deubiquitinase inhibition | AID 743255 | recombinant USP1/UAF1, Ub-Rhodamine cleavage fluorescence | 0.23% of 390,000 active | Potency, µM (doses to about 57.1 µM), for the others: top-dose activity change, negative = inhibition, most hits filed as inhibitors | O94782; also: potency is read from the fitted curve at half-maximal effect; % is scaled to controls: 0 for no effect and ±100 for the full control effect; nearly all actives have a fitted effect of over 60% in size; inactives centre near -12
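High-throughput fluorogenic screen: 1nM USP1/UAF1 complex, Ub-Rho substrate 150nM final, 50mM HEPES pH 7.8 with 0.5mM EDTA, 0.1 mg/ml BSA, 1mM TCEP and 0.01% Tween-20.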
rTrxR1 inhibitor – rat TrxR1 inhibition; O89049; recombinant rTrxR1, NADPH fluorescence consumption, selenite substrate; Potency, µM (titrated, usually from 114 µM), inactives show at the top dose activity change, negative = inhibition, usual class: inhibitors; 1% of 390,000 active; also: potency is read from the fitted curve at half-maximal effect; % is scaled to controls: 0 for no effect and ±100 for the full control effect; nearly all actives have a fitted effect of over 65% in size
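Rat TrxR1 (90 nM in the dispensed reagent) was pre-reduced with 400 uM NADPH for 5 min at room temperature, then incubated with compound for 15 min. After 400 uM selenite was added, NADPH fluorescence (Ex 340/Em 450 nm) was followed for 8 min.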
D2 ag – agonists of human D2 dopamine receptor | P14416 | activation, % at 2 µM | HEK293 T-REx D2 cells, calcium flux agonist mode | 0.53% of 340,000 active | AID 485358;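 active = activation over 3 SD above normal in the single-dose calcium agonist read, cut at about 30% in these data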; also: 0% is about no effect
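In this primary screen, compounds producing a positive calcium signal within 180 s of addition to tetracycline-induced, force-coupled HEK293 Trex D2 cells are flagged; cells are dye-loaded with a no-wash calcium kit beforehand.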
IDH1 R132H inh – blocks human mutant IDH1 R132H enzyme; AID 602179; Potency, µM (top dose mostly 76.6 µM), for inactives: top-dose activity change, negative = inhibition, hits mostly inhibitors; 0.093% of 390,000 active; IDH1-R132H enzyme, NADPH consumption, diaphorase/resazurin fluorescence; O75874; also: potency is read from the fitted curve at half-maximal effect; % is scaled to controls: 0 for no effect and ±100 for the full control effect; nearly all actives have a fitted effect of over 65% in size
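IDH1-R132H (0.5 ug/mL) preincubated 30 min with compound, then NADPH (0.016 mM) and alpha-KG (2 mM) added; 80 min at RT, pH 7.5. Remaining NADPH coupled via diaphorase/resazurin to fluorescence (540/590 nm); concentration-response curves normalized to no-enzyme control.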
TRHR PAM – allosterically enhances the human TRH receptor; TRHR cells, fluo-8 calcium fluorescence, EC20 TRH enhancement; enhancement, % at 2 µM; 0.66% of 360,000 active; in the data active = enhancement above about 30%; also: 0% is about no effect
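TRHR-expressing cells loaded with fluo-8 calcium dye were read kinetically (ex 480/em 530) during compound addition, then stimulated with an EC20 of TRH (10 nM final). Enhancement of the Gq-mediated intracellular calcium response was scored.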
Numbers without * were called inactive; & = joins results of further samples; [ ] = remark or other dose. Unless noted, calls follow the shape of the dose curve; as a rule, active = well fitted inhibition curve with a large enough effect; inconclusive = small, poorly fitted or top-dose-only effect; inactive = no such curve, though single readings can be large or run the other way.

CN(C)c1ccc(CNC(=O)C2CCN(S(=O)(=O)c3ccc4c(c3)oc(=O)n4C)CC2)cc1 was read as TrxR1 substrate -0.6%&-3.8%, PI4K2A inh 2.0&-5.9, D2 antag -3.9, TRHR agonist 0.1&-0.4, USP1 inh -4.3%&-12.0%, rTrxR1 inhibitor 19.3%&6.2%, D2 ag 0.9&-0.1, IDH1 R132H inh -0.4%&-5.8% and TRHR PAM 1.5&-2.5.
`CCCN(CCC)S(=O)(=O)c1ccc2c(c1)N(CC(=O)NC(C)c1ccccc1)C(=O)CS2` (stereo unspecified) gave TrxR1 substrate -9.0%[57.1 µM], PI4K2A inh -2.7, TRHR agonist -1.1, USP1 inh -8.5%, rTrxR1 inhibitor -9.7%[57.1 µM], D2 ag 1.4, IDH1 R132H inh 6.9% and TRHR PAM -8.4.
Screening CCOC(=O)c1c(C)[nH]c(C)c1S(=O)(=O)NCC(=O)N1CCN(c2cccc(C)c2)C(C)C1 (stereo unspecified) returned TrxR1 substrate 2.5%[57.1 µM], PI4K2A inh -4.3, TRHR agonist -0.1, USP1 inh -5.7%, rTrxR1 inhibitor 10.6%[57.1 µM], D2 ag -0.3, IDH1 R132H inh 2.7% and TRHR PAM -4.1.
Screening CC1(C)C2CCC(C2)C1(C)N=C1OC(CCl)CS1 (stereo unspecified) returned TrxR1 substrate 2.8%[57.1 µM], PI4K2A inh -1.3, D2 antag -22.3, TRHR agonist 0.1, USP1 inh -8.3%, rTrxR1 inhibitor 0.6%[57.1 µM], D2 ag 1.6, IDH1 R132H inh 3.1% and TRHR PAM -5.0.
`CCc1cc2c(NCCC(=O)O)ncnc2s1` gave TrxR1 substrate 2.5%, PI4K2A inh -1.2, D2 antag -2.4, TRHR agonist 0.3, USP1 inh -22.2%, rTrxR1 inhibitor -0.9%, D2 ag -2.3, IDH1 R132H inh 5.5% and TRHR PAM 0.4.
For O=c1[nH]c(=O)n(Cc2ccco2)c2c1C(C(F)(F)F)(C(F)(F)F)N=C(CCC1CCCCC1)N2 the results were TrxR1 substrate -10.6%, PI4K2A inh -1.0, D2 antag -12.2, TRHR agonist 1.8, USP1 inh -10.7%, rTrxR1 inhibitor -17.5%, D2 ag -0.2, IDH1 R132H inh 1.0% and TRHR PAM 4.0.
`CC(=O)Nc1ccc(N2C(=O)CSC2c2ccccc2)cc1` (stereo unspecified) gave TrxR1 substrate 2.7%, PI4K2A inh -1.3, D2 antag 9.7, TRHR agonist 0.4, USP1 inh -1.7%, rTrxR1 inhibitor 12.6%, D2 ag 1.0, IDH1 R132H inh -3.4% and TRHR PAM -6.8.
`Cn1cc(Br)c(C(=O)N/N=C/c2cc3c(cc2Cl)OCO3)n1` gave TrxR1 substrate 3.1%, PI4K2A inh -8.2, D2 antag -13.6, TRHR agonist 24.0, USP1 inh -27.5%, rTrxR1 inhibitor 20.5%, D2 ag -0.1, IDH1 R132H inh -0.8% and TRHR PAM -7.7.
Screening CCCc1ccc(S(=O)(=O)N2CCN(C(C)C(=O)NC3CCCC3)CC2)cc1 (stereo unspecified) returned TrxR1 substrate -5.9%, PI4K2A inh -1.5, D2 antag -7.4, TRHR agonist 0.5, USP1 inh -17.8%, rTrxR1 inhibitor 2.5%, D2 ag -0.2, IDH1 R132H inh 6.4% and TRHR PAM -13.8.
`C=CCOC(=O)c1ccc(-n2cnc(C)n2)nc1` gave TrxR1 substrate 1.9%[57.1 µM], PI4K2A inh -3.4, D2 antag -0.3, TRHR agonist 0.8, USP1 inh 11.8%, rTrxR1 inhibitor 5.1%, D2 ag 1.0, IDH1 R132H inh -2.0% and TRHR PAM 2.7.
CCOc1ccc(NC(=O)c2oc3ccccc3c2NC(=O)Cc2cccs2)cc1 was read as TrxR1 substrate 30.2%[activator], PI4K2A inh 10.0, TRHR agonist -0.1, USP1 inh -34.5%, rTrxR1 inhibitor 10.6%, D2 ag -0.2, IDH1 R132H inh -6.8% and TRHR PAM -10.5.
For Cc1cc(Nc2ccc3c(c2)OCCO3)c2ccccc2n1 the results were TrxR1 substrate -7.3%, PI4K2A inh 0.4, D2 antag 5.8, TRHR agonist -0.3, USP1 inh -2.9%, rTrxR1 inhibitor -5.4%, D2 ag -0.6, IDH1 R132H inh 5.6% and TRHR PAM -0.1.
For CCOC(=O)c1cc2c(=O)n3ccccc3nc2n(CCOC)c1=NC(=O)c1cc2ccccc2o1 the results were TrxR1 substrate 2.4%, PI4K2A inh -0.5, TRHR agonist 0.2, USP1 inh -23.1%, rTrxR1 inhibitor -0.6%, D2 ag 1.3, IDH1 R132H inh -0.5% and TRHR PAM 5.8.
Screening CC(C)(C)c1ccc(C(=O)NNC(=O)CNC(=O)c2cccs2)cc1 returned TrxR1 substrate 1.0%, PI4K2A inh -1.0, USP1 inh -18.5%, rTrxR1 inhibitor 8.8% and IDH1 R132H inh 1.3%.
For c1cncc(-c2nc3cc4ccccc4cc3[nH]2)c1 the results were TrxR1 substrate 42.5%[activator], PI4K2A inh -4.0, USP1 inh -14.8%, rTrxR1 inhibitor 16.4% and IDH1 R132H inh 16.2%.
For CCC(C)(c1ccc(C(=O)OC)s1)c1ccc(C(=O)OC)s1 the results were TrxR1 substrate 2.3%, PI4K2A inh -1.4, D2 antag -6.0, TRHR agonist -1.0, USP1 inh -21.9%, rTrxR1 inhibitor 23.1%, D2 ag 0.6, IDH1 R132H inh 0.9% and TRHR PAM 8.0.
`CCN(CC)C(=O)c1ccccc1NC(=O)c1cccc(S(=O)(=O)N(CC)CC)c1` gave TrxR1 substrate -13.5%, PI4K2A inh -1.2, D2 antag -3.8, TRHR agonist 0.0, USP1 inh 0.3%, rTrxR1 inhibitor inconclusive, D2 ag -2.6, IDH1 R132H inh -3.2% and TRHR PAM -0.4.
`COC(=O)COc1ccc(=O)n(-c2ccccc2)n1` gave TrxR1 substrate -1.8%, PI4K2A inh 2.6, D2 antag -17.0, TRHR agonist -0.3, USP1 inh -15.0%, rTrxR1 inhibitor -6.7%, D2 ag -0.3, IDH1 R132H inh 4.2% and TRHR PAM -1.0.
Screening COc1ccc(CNC(=O)CN(c2ccc(OC)c(Cl)c2)S(=O)(=O)c2ccc(C)cc2)cc1 returned TrxR1 substrate -1.5%, PI4K2A inh -4.0, TRHR agonist 0.7, USP1 inh -17.2%, rTrxR1 inhibitor 4.6%, IDH1 R132H inh 7.6% and TRHR PAM -7.1.
For CN(C(=O)COC(=O)C1=COCCO1)C1(C#N)CCCCC1 the results were TrxR1 substrate -9.2%, PI4K2A inh -0.2, D2 antag 4.5, TRHR agonist 0.4, USP1 inh 4.4%, rTrxR1 inhibitor -5.3%, D2 ag 0.3, IDH1 R132H inh 5.8% and TRHR PAM 2.5.

The final two records of the section above are carried over, then new ones follow.
Screening COc1ccc(CNC(=O)CN(c2ccc(OC)c(Cl)c2)S(=O)(=O)c2ccc(C)cc2)cc1 returned TrxR1 substrate -1.5%, PI4K2A inh -4.0, TRHR agonist 0.7, USP1 inh -17.2%, rTrxR1 inhibitor 4.6%, IDH1 R132H inh 7.6% and TRHR PAM -7.1.
For CN(C(=O)COC(=O)C1=COCCO1)C1(C#N)CCCCC1 the results were TrxR1 substrate -9.2%, PI4K2A inh -0.2, D2 antag 4.5, TRHR agonist 0.4, USP1 inh 4.4%, rTrxR1 inhibitor -5.3%, D2 ag 0.3, IDH1 R132H inh 5.8% and TRHR PAM 2.5.
For COc1ccc(C)cc1NC(=O)C(=O)NCCc1sc(-c2ccc(Cl)cc2)nc1C the results were TrxR1 substrate 2.2%[57.1 µM], PI4K2A inh 0.5, TRHR agonist 0.3, USP1 inh -2.5%, rTrxR1 inhibitor 18.4%[57.1 µM], IDH1 R132H inh -2.0% and TRHR PAM -0.2.
For CCOC(=O)c1sc2ccccc2c1S(=O)(=O)N1CCN(c2cccc(OC)c2)CC1 the results were TrxR1 substrate -0.4%[57.1 µM], PI4K2A inh 2.4, TRHR agonist 0.7, USP1 inh -7.4%, rTrxR1 inhibitor 14.1%[57.1 µM], D2 ag -0.2, IDH1 R132H inh 6.2% and TRHR PAM -1.8.
Screening C=CCCC(=O)N1CCC(n2nccc2NC(=O)c2ccc(OC)cc2)CC1 returned TrxR1 substrate 0.3%, PI4K2A inh -1.9, D2 antag -16.7, TRHR agonist 1.0, USP1 inh -13.4%, rTrxR1 inhibitor 10.3%, D2 ag -0.1, IDH1 R132H inh 0.0% and TRHR PAM -4.2.
Screening Cc1cc(Cl)ccc1NC(=O)CN1C(=O)NC2(CCCC2)C1=O returned TrxR1 substrate 6.9%, PI4K2A inh 6.9, D2 antag -9.4, TRHR agonist -0.2, USP1 inh -18.4%, rTrxR1 inhibitor 30.7%, D2 ag 0.3, IDH1 R132H inh -7.5% and TRHR PAM -2.0.
For COC(=O)C(C)Sc1nc2ccsc2c(=O)n1Cc1ccccc1 (stereo unspecified) the results were TrxR1 substrate 3.5%[0.457 µM], PI4K2A inh -0.2, D2 antag 2.5, TRHR agonist -1.0, USP1 inh -17.2%, rTrxR1 inhibitor 4.4%, D2 ag -1.5, IDH1 R132H inh -11.0% and TRHR PAM -2.2.
For CC(C)CCNC(=O)C1CCN(S(=O)(=O)c2ccc3c(c2)CCC(=O)N3)CC1 the results were TrxR1 substrate -0.8%, PI4K2A inh -6.4, D2 antag 5.9, TRHR agonist 0.6, USP1 inh -9.1%, rTrxR1 inhibitor -3.1%, D2 ag 0.5, IDH1 R132H inh 0.1% and TRHR PAM 12.4.
CC(C)n1nc(C(=O)Oc2cc(Cl)ccc2Cl)c2ccccc2c1=O was read as TrxR1 substrate -2.3%, PI4K2A inh 10.0, D2 antag 16.5, TRHR agonist -0.5, USP1 inh -15.8%, rTrxR1 inhibitor -20.1%, D2 ag -0.9, IDH1 R132H inh 6.9% and TRHR PAM -2.7.
